Tn7 DDE FP – DD(E)-Tn7 binding inhibition, primary FP screen. FP displacement of FITC-Tn7 peptide from fibrin DD(E); 0% = median of compound wells per plate. inhibition, % at 8.3 µM. 370,000 compounds, 0.13% hits. AID 720508;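 active = inhibition above the mean of compounds falling within the control limits plus 3 SD of them, cut at about 14% in these data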;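 also: 0% = plate median of compound wells and 100% = 10 µM Aha-Tn7 peptide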
Target sequence (P02675 whole entry, looked up): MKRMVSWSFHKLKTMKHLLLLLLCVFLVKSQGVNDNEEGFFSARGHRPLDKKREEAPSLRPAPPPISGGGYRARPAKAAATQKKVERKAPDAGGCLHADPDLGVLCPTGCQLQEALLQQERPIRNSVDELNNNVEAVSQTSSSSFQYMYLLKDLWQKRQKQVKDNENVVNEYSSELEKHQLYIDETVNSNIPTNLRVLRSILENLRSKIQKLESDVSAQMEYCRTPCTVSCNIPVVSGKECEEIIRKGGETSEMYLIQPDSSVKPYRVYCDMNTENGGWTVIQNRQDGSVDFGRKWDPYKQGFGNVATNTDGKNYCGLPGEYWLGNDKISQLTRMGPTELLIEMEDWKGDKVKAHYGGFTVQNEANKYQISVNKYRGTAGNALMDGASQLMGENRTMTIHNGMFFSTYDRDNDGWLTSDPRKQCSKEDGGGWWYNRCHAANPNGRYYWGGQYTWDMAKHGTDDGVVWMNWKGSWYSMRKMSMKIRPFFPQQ
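assay system = human clot-derived fibrin DD(E) complex | quantity = Fibrin-DD(E) at 2 µM final | timing = 10 min preincubation, 3 h with tracer, room temperature | signal = fluorescence polarization | measure = percent inhibition | benchmarks = high control wells with 10 µM unlabelled Aha-Tn7 peptide (full inhibition) | replicates = singlicate testing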
ADAM17 inh – inhibits human ADAM17; recombinant ADAM17, EDANS/DABCYL FRET peptide cleavage; inhibition, % at 6.95 µM; 370,000 compounds, 0.83% hits;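 active = inhibition above the mean of compounds lying between control limits plus 3 SD, set per campaign, cut at about 8.5% in these data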;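 also: 0% = DMSO-only wells as the low control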
PLCb3 inh – PLC-beta3 (human) inhibition, primary screen; Q01970; Purified PLC-beta3, fluorogenic substrate, fluorescence; inhibition, % at 12.2 µM; 370,000 compounds, 0.18% hits; AID 720704; in the data active = inhibition above about 11%;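 also: 0% = median of compound wells on plate and 100% = full blocker control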
SIAE inh – inhibitors of human sialic acid acetylesterase SIAE | SIAE FP-Rh probe binding, fluorescence polarization | inhibition, % at 9.66 µM | 370,000 compounds, 0.69% hits;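 active = inhibition above a cutoff: mean of compounds within the control limits plus 3 SD of those, cut at about 17% in these data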;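 also: 0% = plate median of compound wells and 100% = probe without SIAE protein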
Tn6 DDE FP – disrupts Tn6 cyclic peptide binding to fibrin D-Dimer-E complex. P02675. inhibition, % at 8.3 µM. 370,000 compounds, 0.21% hits. Fibrin DD(E) TRITC-Tn6 fluorescence polarization displacement;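 active = inhibition above a per-campaign cutoff: mean of compounds within control limits plus 3 SD, cut at about 15% in these data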;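 also: 0% = median of all compound wells on the plate and 100% = blocking peptide control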
ARFGAP1 inhibitor – inhibitors of rat ARFGAP1 | Arfgap1-stimulated ARF1 GTP hydrolysis, GDP FP detection | inhibition, % at 16.5 µM | 360,000 compounds, 0.26% hits | AID 651572;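 active = inhibition above a per-plate limit, mean inhibition of low control wells plus 3 SD, cut at about 25% in these data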;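 also: 0% = DMSO wells with enzyme and 100% = wells lacking Arfgap1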
Target sequence (Q62848 1-136 limits assumed): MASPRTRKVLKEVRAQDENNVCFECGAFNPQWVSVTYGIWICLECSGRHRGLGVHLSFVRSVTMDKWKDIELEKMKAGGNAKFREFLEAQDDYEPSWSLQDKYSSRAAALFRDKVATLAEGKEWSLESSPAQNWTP
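System: truncated rat Arfgap1 GAP domain / Benchmarks: high control wells lacking Arfgap1, low control full reaction with DMSO / Times: compound-enzyme preincubation 20 min, reaction 120 min, detection 60 min, 25 °C / Repeats: one replicate per compound / Also added: human ARF1(Δ1-17)-GTP substrate / Measured by: Tracer-displacement fluorescence polarization with EDTA stop, 620/688 nm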
TDP2 inh – TDP2 (human) inhibition, absorbance primary screen. recombinant TDP2, T5PNP hydrolysis, p-nitrophenol absorbance 415 nm. inhibition, % at 12.8 µM. 370,000 compounds, 0.34% hits;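 active = inhibition above the mean of all tested compounds plus 3 SD, set per campaign, cut at about 25% in these data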;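 also: 0% = DMSO with enzyme and 100% = buffer with substrate but no TDP2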
Target sequence (O95551 whole entry, looked up): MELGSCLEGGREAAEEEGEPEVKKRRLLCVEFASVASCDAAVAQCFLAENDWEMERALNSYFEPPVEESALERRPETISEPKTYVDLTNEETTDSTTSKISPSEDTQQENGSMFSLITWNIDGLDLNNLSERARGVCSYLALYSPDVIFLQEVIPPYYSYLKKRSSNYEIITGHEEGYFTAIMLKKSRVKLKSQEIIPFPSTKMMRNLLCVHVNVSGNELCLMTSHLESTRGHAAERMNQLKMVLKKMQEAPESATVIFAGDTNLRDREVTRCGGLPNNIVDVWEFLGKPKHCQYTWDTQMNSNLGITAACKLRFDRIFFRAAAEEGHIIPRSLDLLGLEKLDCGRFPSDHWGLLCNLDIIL
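System – recombinant human TDP2 · Quantity – TDP2 enzyme at 120 nM final · Doses – single concentration, 12.8 µM nominal, with 1% DMSO · Incubation – 2 h at 37 °C · Measured by – epi absorbance of p-nitrophenol freed from T5PNP by hydrolysis · Read-out – % inhibition relative to enzyme-containing and enzyme-free wells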
PLC-gamma1 inh – inhibitors of human phospholipase C gamma1; P19174; purified PLC-gamma1, fluorogenic substrate, fluorescence; inhibition, % at 12.2 µM; 370,000 compounds, 0.84% hits; in the data active = inhibition above about 9.5%
ASAP1 inh – blocks human ASAP1-stimulated Arf1 GTP hydrolysis | Q9ULH1 | 360,000 compounds, 0.19% hits | GDP FP detection | inhibition, % at 16.5 µM | AID 624377; in the data active = inhibition above about 25%;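 also: 0% = vehicle with enzyme and substrate and 100% = no enzyme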
ADAM10 inh – inhibits human ADAM10 | recombinant ADAM10, EDANS/DABCYL FRET peptide cleavage, 3 h | inhibition, % at 7 µM | 370,000 compounds, 0.62% hits | AID 720582;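 active = inhibition above a per-campaign cutoff equal to the mean of compounds falling between control-based bounds plus 3 SD, cut at about 20% in these data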;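 also: 0% = DMSO wells while the 100% control is not disclosed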
* = called active by the depositor; x = no result given. Rows are unselected (roughly 3.6% active in at least one column).

SMILES	Tn7 DDE FP	ADAM17 inh	PLCb3 inh	SIAE inh	Tn6 DDE FP	ARFGAP1 inhibitor	TDP2 inh	PLC-gamma1 inh	ASAP1 inh	ADAM10 inh
O=C1N=c2ccccc2=C1c1c(O)n(-c2cccc(F)c2)[nH]c1=O	-5	-3	-6	7	-5	-7	8	-3	24	-4
CC1(C(=O)NS(=O)(=O)c2ccc(Cl)cc2)CCN1C(=O)COc1ccc(Cl)cc1 (stereo not drawn)	10	-2	-2	4	10	7	-7	0	-4	-10
COc1cccc(S(=O)(=O)Nc2ccc3c(c2)C(=O)N(C)C[C@H](OC)[C@H](C)CN[C@@H](C)CO3)c1	9	-2	3	0	-12	-8	-4	4	14	-7
Cc1ccc(C)c(Nc2c([N+](=O)[O-])c(=O)oc3ccccc23)c1	2	0	-3	-5	-6	-1	8	2	4	0
COc1ccc(OC)c(S(=O)(=O)NC(C)CCc2ccccc2)c1 (stereo not drawn)	-2	1	-5	-2	0	-8	-5	1	12	-2
CC(C)(C)C(=O)OCC1OC(n2cnc(C(N)=O)n2)C(O)C1O (stereo not drawn)	-1	0	0	-2	3	9	-10	1	2	-3
COC(=O)c1cccc(NS(=O)(=O)c2ccc(OC)cc2)c1C	-2	0	2	-3	-2	4	-6	1	1	-2
N#Cc1ccccc1NC(=O)CN1CCN(Cc2ccccc2)CC1	-2	1	7	11	4	0	-5	4	2	12
CC(Oc1ccc(F)cc1)C(=O)Nc1ccc2ccccc2c1 (stereo not drawn)	4	2	-1	6	14	4	-6	-4	12	15
CN1CC(=O)Nc2ccc(F)cc2C1=O	0	-2	2	-3	5	-1	5	0	-13	7
COc1ccc(CCC[C@@H](CCC(=O)N(c2ccccc2)c2ccccc2)CCc2ccccc2)cc1	10	-7	-6	-3	3	x	0	1	x	-17
CC(=O)c1ccc(NC(=S)NCc2ccc(Cl)cc2Cl)cc1	5	3	-6	-26	2	7	3	-1	6	12
O=C(CCc1ccccc1)NNC(=S)NC(=O)c1ccccc1	0	-2	1	0	3	6	10	0	-10	3
COC(=O)CSc1nc(NC(C)C)nc(N2CCOCC2)n1	7	-5	-1	4	5	8	-1	1	12	5
S=c1[nH]nc(C2CCCCC2)n1/N=C/c1cccc(Br)c1	-4	0	-4	11	2	5	-5	2	-13	7
COc1cc(/C=C2\C(=O)ON=C2c2ccccc2)cc(Br)c1O	-3	-3	-12	-18	4	-7	6	-1	-1	1
O=C(Cc1ccc(O)cc1)N/N=C/c1cccnc1	1	-5	-2	7	3	7	5	-1	-3	-3
Cc1nn(Cc2ccccc2)c(C)c1C(=O)NCCCN1CCCC1=O	4	-4	-3	6	2	4	5	4	-10	-1
CCCCN1C(=O)N2CCc3ccccc3C2CS1(=O)=O (stereo not drawn)	-1	-2	5	-8	-7	x	1	1	x	-2
COc1cc(C2C(C#N)=C(N)Oc3cc(C)oc(=O)c32)cc2c1OCO2 (stereo not drawn)	-7	-1	-11	-2	2	0	9	-8	4	0
CC1(C)CC(=O)C(CCC(=O)c2ccccc2)C(C)(C)N1 (stereo not drawn)	5	2	2	-1	2	13	0	2	14	-1
C=CCNc1nc(NCCNC(C)=O)c2sc(-c3ccccc3)cc2n1	7	-40	-28	6	-3	5	-1	-18	-6	-179
CC1CCc2nn(CC(=O)NC3CCCC3)cc2C1 (stereo not drawn)	-2	-2	1	-1	-3	-5	10	2	2	-8
N#C/C(=C\c1ccc(-c2nc3ccccc3s2)o1)C(N)=O	0	-28	-48	7	-4	8	3	-45	-11	-63
COC(=O)C1CN(S(=O)(=O)c2ccc(C)cc2)CCN1S(=O)(=O)c1ccc(C)cc1 (stereo not drawn)	8	-6	3	4	-3	9	-5	3	2	-9

In the list so far, 2 contain an NH in an aromatic ring:
SMILES	Tn7 DDE FP	ADAM17 inh	PLCb3 inh	SIAE inh	Tn6 DDE FP	ARFGAP1 inhibitor	TDP2 inh	PLC-gamma1 inh	ASAP1 inh	ADAM10 inh
O=C1N=c2ccccc2=C1c1c(O)n(-c2cccc(F)c2)[nH]c1=O	-5	-3	-6	7	-5	-7	8	-3	24	-4
S=c1[nH]nc(C2CCCCC2)n1/N=C/c1cccc(Br)c1	-4	0	-4	11	2	5	-5	2	-13	7

Carrying on.
SMILES	Tn7 DDE FP	ADAM17 inh	PLCb3 inh	SIAE inh	Tn6 DDE FP	ARFGAP1 inhibitor	TDP2 inh	PLC-gamma1 inh	ASAP1 inh	ADAM10 inh
CC(=O)Nc1sc(C)c(C)c1C(=O)OCCOc1ccccc1	-6	2	-11	-3	-4	4	-4	0	7	-3
COc1ccc(CCC(=O)OCC(=O)N(C)c2c(N)n(Cc3ccccc3)c(=O)[nH]c2=O)cc1	1	-2	-3	-5	3	0	-7	-1	-8	-1
CC(=O)Nc1ccc(S(=O)(=O)N2CCN(CCc3ccccc3)CC2)cc1	-4	0	-6	7	-6	7	7	2	17	-2
CC(=O)Nc1ccc(SCC(=O)c2cc(C)n(Cc3cccs3)c2C)cc1	-6	3	0	2	2	7	-3	1	5	-8
ON=C1CCN(c2ncc(C(F)(F)F)cc2Cl)CC1	7	-3	-2	-4	-4	-1	-8	-4	9	-4
Cc1ccc(NC(=O)CCN2C(=O)OC(C)(C)C2(C)O)cc1 (stereo not drawn)	-1	-2	-4	7	8	10	4	-1	-2	3
CN(C(=O)c1ccc(NC(=O)C2CC=CCC2C(=O)O)cc1)c1ccccc1 (stereo not drawn)	-9	1	4	-3	-8	4	14	1	2	5
O=C(Nc1cccc(Cl)c1)ON1CCCCC1	3	-5	1	14	-5	10	-1	5	-7	-11
Cc1onc(NC(=O)NC(=O)c2c(F)cccc2Cl)c1Br	0	1	-5	12	1	-3	14	0	-9	-6
Cc1ccc2[nH]c(=O)c(CN(Cc3ccc4c(c3)OCO4)Cc3nnnn3C3CCCC3)cc2c1	-1	-3	-1	-5	-9	9	4	-5	-11	1
Cc1nnc(SCC2=C(C(=O)O)N3C(=O)C(NC(=O)Cc4ccccc4)C3SC2)s1 (stereo not drawn)	0	-1	-25	7	-4	1	0	-10	-9	-13
Cc1ccc2nc(-c3ccc(NC(=O)CN4C(=O)NC(C)(c5ccc(OC(F)F)cc5)C4=O)cc3)sc2c1 (stereo not drawn)	-1	-58	-44	-31	-1	1	-4	-32	7	-180
Cc1ccc(CN(C(=O)c2sc3ccccc3c2Cl)C2CCS(=O)(=O)C2)cc1 (stereo not drawn)	-2	4	3	-7	-3	2	4	1	6	13
CC1(C)Cc2ccccc2-c2nc(-c3ccccc3)oc(=O)c21	-2	-1	2	-5	-3	-3	-5	2	-2	6
O=C(CSc1ncn[nH]1)c1ccccc1	8	1	0	-4	2	4	7	4	-5	0
C=CCn1c(SCC(=O)NNC(=O)Nc2cccc(Cl)c2)nnc1-c1ccccc1	1	-1	-4	-3	4	6	0	-2	-5	2
COCCNC(=S)N(C)[C@H]1C[C@H]2c3cc(N4CCN(C)CC4)ccc3CCN2C(=O)[C@H]1[C@H](C)O	-1	-5	-34	0	1	-7	-2	-26	1	-27
COc1ccc(NC(=O)C/C(C)=N/NC(=O)C2CCCCC2)c([N+](=O)[O-])c1	-4	0	-2	6	0	-4	-5	1	9	0
Cc1sc2nc(COC(=O)CNC(=O)c3ccc(C(C)(C)C)cc3)[nH]c(=O)c2c1C	-3	1	-7	-1	7	-3	-8	-2	2	-4
C[C@H](O)[C@@H]1C(=O)N2CCc3ccc(N4CCOCC4)cc3[C@@H]2C[C@@H]1N(C)C(=O)C(C)(C)C	6	-7	-145	5	4	-9	-7	-99	1	-43
CC1CCCCN1C(=O)CCn1c(=S)oc2ccccc21 (stereo not drawn)	3	3	-6	-2	-1	3	-8	2	7	3
COC(=O)CCC(=O)NC(=S)Nc1ccccc1F	3	-9	-7	14	-3	11	7	-1	-12	-4
COCc1cc(C)[nH]c(=O)c1C#N	-5	-115	-27	2	-2	2	12	-21	-9	-344
COc1ccc(CNC(=O)[C@H](CCSC)NC(=O)N2CCn3c2nc2ccccc23)cc1	-1	0	-5	14	2	10	-3	-1	7	-4
O=C(CCc1nc2ccccc2c(=O)[nH]1)Nc1nnc(SCc2ccc(Cl)cc2)s1	-3	-5	-22	-9	-6	-7	4	-13	0	-9
SMILES	Tn7 DDE FP	ADAM17 inh	PLCb3 inh	SIAE inh	Tn6 DDE FP	ARFGAP1 inhibitor	TDP2 inh	PLC-gamma1 inh	ASAP1 inh	ADAM10 inh
COc1ccc(CNC(=O)C/C(C)=N/NC(=O)Cc2ccc(OC)c(OC)c2)cc1	-7	9.9*	5	3	-12	3	-10	5	-18	18
CC(=O)N(Cc1ccc(F)cc1)c1cccc(C)c1C	6	0	1	8	0	0	1	0	-7	-1
COc1ccc(O)c(/C=N/N2CCCCC2)c1	-3	1	-6	-6	-5	10	3	3	2	-2
Cc1ccc(-c2nc3ncccn3c2N)cc1	-5	-6	-35	4	-5	13	2	-26	6	-29
Cc1cccc(S(=O)(=O)Nc2cccc3c2C(=O)c2ccccc2-3)c1	-6	3	-9	-5	-1	1	-10	1	7	1
O=C(N/N=C/c1ccncc1)c1cc2ccccc2o1	10	-1	-9	-7	2	8	-3	-10	5	-8
CCC(C)(C)NC(=O)Cc1ccc(F)cc1	1	0	1	5	-3	0	13	5	14	2
COc1ccccc1CNc1cc(C)ccc1C	5	-4	0	0	4	5	2	0	14	-3
NC(=O)CC(NC(=O)Cc1cccc2ccccc12)c1ccc(N2CCC(N3CCCC3)CC2)c([N+](=O)[O-])c1 (stereo not drawn)	0	-1	3	-5	-7	4	-10	7	17	-7
O=C(CSc1n[nH]c(=O)[nH]c1=O)c1ccc(Cl)cc1Cl	-2	1	-3	15	3	7	-7	1	-1	8
S=C(NCCN1CCOCC1)N/N=C/c1cccs1	-2	-3	-5	6	-2	9	12	3	1	1
CSc1ccc(CCNC(=O)CCc2nnc3ccc(N4CCCCC4)nn23)cc1	-4	-1	-3	-3	5	-1	-6	-2	1	-13
O=C(c1cnc(Cl)c(Cl)c1)N1CCN(S(=O)(=O)c2ccc(F)cc2)CC1	2	-2	0	1	7	11	-17	2	0	-1
O=C(O)c1[nH]c2ccccc2c1CC(=O)N1CCOCC1	6	-5	-5	-10	-3	1	-4	2	-9	5
CCOC(=O)[C@H]1[C@H]2COc3ccccc3[C@@H]2N2C(=O)c3cc(C)ccc3NC(=O)[C@@]12C	-1	3	2	3	0	-5	-6	1	-7	-1
N#CC1(NC(=O)CN2C(=O)NC(c3ccccc3)(c3ccccc3)C2=O)CCCC1	0	-8	-5	0	7	-2	-5	0	-18	-10
Cc1c(C(=O)NCc2ccc(Cl)c(Cl)c2)sc(=O)n1Cc1ccc(C(=O)N(C)C)cc1	-4	2	-3	-8	-1	-2	-3	1	-1	2
